Screens (PubChem BioAssay)
MT1-MMP txn act: MT1-MMP promoter transcription activation; HT1080 MT1-MMP promoter luciferase reporter, luminescence, overnight; hits give high values; activation factor at 10 µM; 0.16% of 86,000 active;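 active means activation factor of at least 2 for MT1-MMP transcription at 10 µM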
ERa SRC1 inh: blocks coactivator binding to human estrogen receptor alpha; 1.7% of 86,000 active; inhibition, % at 25.6 µM; P03372; TR-FRET ER-alpha LBD / SRC-1 peptide, estradiol-bound; in the data active means inhibition above about 50%;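 further: 0% = receptor plus peptide control and 100% = peptide only without receptor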
ERa coact pot: ER-alpha (human) coactivator binding potentiation. P03372. TR-FRET ERalpha-LBD/SRC-Cy5 coactivator binding, 2 h; 100 = basal binding, no effect. coactivator binding (% of control), % at 25.6 µM. 1.3% of 86,000 active; in the data active means activity above about 200%;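 further: binding measured in presence of low estradiol as agonist stimulus; 0% = peptide alone without receptor and 100% = receptor with peptide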
Smad3 inh: Smad3 (human) transcription factor binding inhibition. P84022. TR-FRET Smad3/Dy647-FoxH1 peptide binding, europium anti-His. inhibition, % at 25 µM. 0.29% of 88,000 active. AID 630;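 active means compounds that reduce the energy-transfer binding signal between the protein and its labelled peptide by more than half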;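 further: 0% = Smad3 plus labelled peptide maximal FRET and 100% = peptide-only background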
ERb SRC1 inh: blocks coactivator binding to human estrogen receptor beta; Q92731; TR-FRET ER-beta LBD / SRC1-Cy5 peptide binding; receptor agonist-loaded with 1 µM estradiol; inhibition, % at 25.6 µM; 1.3% of 86,000 active; AID 633;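 active means compounds whose percent inhibition of the receptor-coactivator binding signal exceeds about 50% in the single-dose screen, limit read from the data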;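 further: 0% = receptor plus peptide wells without compound and 100% = peptide-only wells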
Mac1 fbg enh: increases human CD11b/CD18 adhesion to fibrinogen; P05107+P11215; K562 CD11b/CD18 adhesion to fibrinogen, ATPlite luminescence; activation, % at 10 µM; 0.07% of 93,000 active;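 active means 10 µM primary screen giving 50% or more activity, confirmed by 40% or more on retest at that dose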; further: strong numbers were not always called active
Target sequence (P05107 whole entry, looked up, other chains not shown): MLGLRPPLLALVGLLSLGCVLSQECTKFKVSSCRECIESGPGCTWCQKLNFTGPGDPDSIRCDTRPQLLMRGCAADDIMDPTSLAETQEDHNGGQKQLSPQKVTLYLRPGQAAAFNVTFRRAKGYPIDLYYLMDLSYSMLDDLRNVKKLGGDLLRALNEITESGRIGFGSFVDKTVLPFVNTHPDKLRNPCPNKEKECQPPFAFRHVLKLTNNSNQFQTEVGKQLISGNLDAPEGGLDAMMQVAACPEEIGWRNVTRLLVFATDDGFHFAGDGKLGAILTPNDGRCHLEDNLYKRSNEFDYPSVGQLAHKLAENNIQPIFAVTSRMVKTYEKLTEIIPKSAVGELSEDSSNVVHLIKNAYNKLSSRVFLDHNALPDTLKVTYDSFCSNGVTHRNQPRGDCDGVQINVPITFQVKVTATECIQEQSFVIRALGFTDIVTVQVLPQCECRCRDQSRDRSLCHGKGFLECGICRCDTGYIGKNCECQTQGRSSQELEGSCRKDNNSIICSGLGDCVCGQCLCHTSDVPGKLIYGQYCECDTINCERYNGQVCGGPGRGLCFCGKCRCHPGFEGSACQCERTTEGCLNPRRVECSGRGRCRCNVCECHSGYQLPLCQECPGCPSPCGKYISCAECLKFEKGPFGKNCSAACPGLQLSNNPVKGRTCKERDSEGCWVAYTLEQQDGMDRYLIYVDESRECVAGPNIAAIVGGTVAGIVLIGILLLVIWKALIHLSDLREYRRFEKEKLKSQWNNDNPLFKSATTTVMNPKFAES
HUVEC prolif 384: human endothelial cell proliferation inhibition. HUVEC proliferation, CellTiter-Glo luminescence, 72 h; hits give low values. viability, % at 10 µM (by protocol). 1.1% of 86,000 active. AID 648;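 active means viability at or below 30%; inactive means viability above 30%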;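 further: 100% = median luminescence of DMSO-only cell control wells on each plate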
Lung fibro prol: blocks proliferation of human lung fibroblasts | LL 47 human lung fibroblast viability, ATP luminescence; hits give low values | viability, % at 10 µM | 1.1% of 85,000 active | AID 719;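 active means viability at or below 50% in the single dose screen; inactive means viability above 50%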;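 further: compound exposure lasted 72 h before the ATP readout; 100% = median luminescence of untreated cell-only wells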
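Test system: LL 47 human lung fibroblasts / Incubation: 72 h compound exposure at 37 °C after overnight plating / Technique: luminescent ATP detection, CellTiter-Glo / Compound dosing: 0.1% DMSO in all compound wells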
H69AR inhibit: blocks growth of human H69AR lung tumor cells; H69AR lung tumor viability, ATP luminescence, 72 h; hits give low values; 6% of 85,000 active; AID 598; viability, % at 10 µM;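 active means viability at or below 40%; inactive means viability above 40%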;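 further: multidrug resistant small cell line overexpressing MRP-1 efflux transporter; 100% = mean luminescence of untreated control wells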
* = called active by the depositor; nt = no result given; [ ] = remark or other dose. Some of the compounds tested; the hit share may differ from the screen's.

Order of results – MT1-MMP txn act	ERa SRC1 inh	ERa coact pot	Smad3 inh	ERb SRC1 inh	Mac1 fbg enh	HUVEC prolif 384	Lung fibro prol	H69AR inhibit
> COc1ccc(CN(CC(=O)NCC2CCCO2)C(=O)CCC(=O)Nc2cc(C)ccn2)cc1 (centres undefined)
  1.1	-8[fluorescence artefact?]	120[fluorescence artefact?]	4	-11	-4	97	105	101
> CCCSc1nc(-n2ncc(C#N)c2N)c2c3c(sc2n1)CCC(C)C3 (centres undefined)
  1.1	-2	124	-4	-1	-2	81	85	87
> Clc1ccc(Cn2cc(Br)cn2)cc1Cl
  1.1	-21	107	11	-23[fluorescence artefact?]	2	87	88	102
> CN1CCN(C(=O)CSc2nc(-c3cccs3)cc(-c3cccs3)c2C#N)CC1
  1.1	38[fluorescence artefact?]	82[fluorescence artefact?]	-4	23[fluorescence artefact?]	1	2.0*	53	5.4*
> CCOC(=O)c1c(NC(=O)CSc2nnc(-c3ccccc3)n2CC)sc(C(C)=O)c1C
  1.1	18	103	8	3	2	89	99	70
> Cc1cccc(-n2c(SCC(=O)Nc3nnc(C)s3)nnc2-c2ccoc2C)c1
  1.2	14	108	1	4[fluorescence artefact?]	3	84	95	74
> COCCOC(=O)c1c(C)oc2ccc(OC(=O)c3ccc4c(c3)OCO4)cc12
  1.2	2	105	0	-5	1	98	105	nt
> CCN1CCCC1CNC(=O)c1ccc(CS(=O)(=O)c2ccccc2C)o1 (centres undefined)
  1.2	-5	121[fluorescence artefact?]	3	4	-2	89	92	92
> O=c1c(-c2ccc(Br)cc2)coc2c(CN3CCOCC3)c(O)ccc12
  1.3	2	85	6	-3	nt	100	98	87
> c1cncc(-c2nnc(SCc3cccc4ccccc34)o2)c1
  1	-7	92	1	-8	3	95	103	90
> FC(F)C(F)(F)C(F)(F)C(F)(F)c1cc(-c2ccccc2)n[nH]1
  1.1	3	91	-5	6	-4	14*	82	30*
> COc1ccc(OC)c(-n2c(CN3CCC(C(N)=O)CC3)nc3ccccc3c2=O)c1
  1.1	-6	101	3	0	-2	100	99	86
> Cc1nn2c(N3CCOCC3)c3c(nc2c1-c1ccccc1)CCCC3
  1.2	-7	98	-2	-1	2	93	102	nt
> c1ccc(NCc2cccnc2)cc1
  nt	-2	96	-2	-11	4	85	103	108
> CCOC(=O)Nc1cccc(C(=O)O)c1
  1.4	19	95	-12	12	nt	102	96	92
> CCN(CC)C(=O)C1CCN(c2ncnc3c2cnn3-c2ccc(C)cc2C)CC1
  1.1	-6	118	-1	-5	nt	96	100	41
> CCOC(=O)N1CCC(NCCNC(=O)c2ccccc2Cl)CC1
  1.1	-4	118	-2	-6	-5	89	98	83
> C=CCn1c(SCc2nnc(-c3ccccc3)o2)nnc1C(O)c1ccccc1 (centres undefined)
  1.1	-12	109	3	-3	nt	102	99	86
> COC(=O)[C@@H](NC(=O)NC1CCN(Cc2ccccc2)CC1)C(C)C
  1.1	-2[fluorescence artefact?]	97[fluorescence artefact?]	5	-9[fluorescence artefact?]	-6	97	105	101
> O=C1CCCC(O)=C1C=Nc1ccc2c(c1)oc1ccccc12
  1.5	4	150	12[fluorescence artefact?]	8	3	83	95	93
> NCCCNC(=O)c1cc2ccccc2[nH]1
  1.1	0	116	1	-7	-2	99	99	99
> CC(=O)c1c(N2CCN(Cc3ccc4c(c3)OCO4)CC2)nc(=S)n(-c2ccccc2)c1C
  1	-3	130	1	-4	1	101	102	84
> O=C(Oc1cc(-c2ccccc2)no1)c1ccc(Cl)cc1
  1.1	0[fluorescence artefact?]	111	8	0[fluorescence artefact?]	4	93	102	108
> O=C(CCN1C(=O)c2ccccc2S1(=O)=O)Nc1nc2c(s1)CCCC2
  1.6	-10	112[fluorescence artefact?]	-11	-2[fluorescence artefact?]	1	88	101	88
> COCCCNC(=O)CN(c1cc(Cl)cc(Cl)c1)S(C)(=O)=O
  1.1	-2	90	0	2	nt	92	104	85
> COc1ccc(NC(=O)CC2C(=O)N(c3cccc(OC)c3)C(=O)N2C2CCCCC2)cc1 (centres undefined)
  1	2[fluorescence artefact?]	109[fluorescence artefact?]	4	-1	-4	100	104	96
> O=C1CCCC2=C1C(c1cccs1)n1ncnc1N2 (centres undefined)
  1.1	0	107	-1	3	6	98	99	88
> O=[N+]([O-])c1cccc(N=NN(CCO)c2cccc([N+](=O)[O-])c2)c1
  1.1	14[fluorescence artefact?]	100	1	1[fluorescence artefact?]	0	82	102	59
> Cc1ccc(C)c(CN2CCCNC2=O)c1
  1	-4	105[fluorescence artefact?]	2	-2	nt	86	106	92
> CS(=O)(=O)N(CC(=O)N1CCCCCC1)Cc1ccc(Cl)cc1
  1.3	6[fluorescence artefact?]	109	3	3[fluorescence artefact?]	0	101	103	95

Rewritten with tabs: two of the compounds above.
Molecule	MT1-MMP txn act	ERa SRC1 inh	ERa coact pot	Smad3 inh	ERb SRC1 inh	Mac1 fbg enh	HUVEC prolif 384	Lung fibro prol	H69AR inhibit
COCCCNC(=O)CN(c1cc(Cl)cc(Cl)c1)S(C)(=O)=O	1.1	-2	90	0	2	nt	92	104	85
COc1ccc(NC(=O)CC2C(=O)N(c3cccc(OC)c3)C(=O)N2C2CCCCC2)cc1 (centres undefined)	1	2[fluorescence artefact?]	109[fluorescence artefact?]	4	-1	-4	100	104	96

Next results.
Order of results – MT1-MMP txn act	ERa SRC1 inh	ERa coact pot	Smad3 inh	ERb SRC1 inh	Mac1 fbg enh	HUVEC prolif 384	Lung fibro prol	H69AR inhibit
> CCOC(=O)N1CCN(C(=O)c2ccc(N(Cc3ccccc3)S(C)(=O)=O)cc2)CC1
  1	8	124	-7	-3	-2	97	106	100
> CCC(C)(C(=O)NC1CCCCC1)N(Cc1ccco1)C(=O)Cc1cccs1 (centres undefined)
  1.1	1	95	8	1	nt	104	92	93
> Cn1c(SCC(=O)N2c3ccccc3Sc3ccccc32)nnc1-c1ccco1
  1.2	-3	124[fluorescence artefact?]	-2	4[fluorescence artefact?]	-3	95	99	86
> CCN(c1ccc(C)c(C)c1)S(=O)(=O)c1c(C)[nH]c(=O)[nH]c1=O
  1.1	-2	122[fluorescence artefact?]	0	-28	-2	92	94	89
> CC(C)NC(=O)NC(=O)CSc1ncc(C(F)(F)F)cc1Cl
  1.1	-9	99	9	-8	0	101	106	93
> CNc1c(N)n(Cc2ccccc2)c(=O)[nH]c1=O
  1	-7	103	-15	-2	-2	97	106	100
> O=C(Nc1ccc2oc(-c3ccc4ccccc4c3)nc2c1)c1cccs1
  1.6	55*	141	14[fluorescence artefact?]	34	18	22*	69	2.6*
> CCOC(=O)CSc1nc2c(cnn2-c2ccc(C)cc2)c(=O)[nH]1
  1.2	1	120	-3	-1	nt	94	97	100
> CC1=CC(C)C2C(=O)N(O)C(=O)C2C1 (centres undefined)
  1	-11	111	8	-6	-2	91	109	93
> C=CCSc1nnc(-c2cc(Br)ccc2N)c(=O)[nH]1
  1.1	8	103[fluorescence artefact?]	3	-6	-2	100	100	100
> CCCn1c(=O)c2c(nc(Br)n2CCC)n(C)c1=O
  1.2	2	135	-1[fluorescence artefact?]	-3[fluorescence artefact?]	-2	103	101	78
> CCOC(=O)C(NC(=O)C1CCCN1C(=O)OCc1ccccc1)C(=O)OCC (centres undefined)
  1.2	8	102	-6	5	nt	86	99	93
> CCOC(=O)c1csc(NC(=O)c2ccc(S(=O)(=O)N3CCCC3)cc2)n1
  1.2	-2	108	10	-3	2	101	103	90
> CCOC(=O)c1csc(NC(=O)C(C)(C)C)n1
  1.3	-8[fluorescence artefact?]	116	-8	19[fluorescence artefact?]	-2	103	102	91
> CC(NC(=O)CCSc1nc(-c2ccco2)cc(C(F)(F)F)n1)c1ccccc1 (centres undefined)
  1.1	-5	79	5	0	3	98	91	91
> CCC(Sc1nc2sc(C(=O)OC)c(C)c2c(=O)n1N)C(=O)NCC1CCCO1 (centres undefined)
  1.2	-11	110[fluorescence artefact?]	-6	-5	1	92	90	69
> O=C(CSc1ncn[nH]1)Nc1ccc(Br)cc1F
  1.1	1[fluorescence artefact?]	126	4	4[fluorescence artefact?]	0	89	100	99
> Nc1ccc(-n2nncc2-c2ccco2)cc1
  1.2	-22	98	11	-32[fluorescence artefact?]	nt	89	98	99
> CCOC(=O)N1CCN(C(=O)CSc2nc3c(cnn3-c3ccc(Cl)cc3)c(=O)[nH]2)CC1
  1.1	-3	128	7	-6	-1	91	99	73
> Cc1ccc(-n2c3c(cc(C(=O)NCCCN4CCOCC4)c2=O)C(=O)CC(C)(C)C3)cc1
  1.1	-10	102	-3	3	-5	105	99	85
> O=C(CCCN1C(=O)c2ccccc2C1=O)Nc1nccs1
  1.1	-5	106	-5	-4	-3	105	101	83
> Cc1cccc(NC(=O)CC2SC(=O)N(c3ccccc3)C2=O)c1 (centres undefined)
  nt	2[fluorescence artefact?]	104	2	-5[fluorescence artefact?]	-5	89	107	102
> CC(NC(=O)Cn1cc(C(=O)C2CC2)c2ccccc21)c1ccccc1 (centres undefined)
  1.1	-3	99	-5	2	-3	88	91	61
> O=S(=O)(Nc1ccc2c(c1)nc1n2CCOC1)c1ccccc1
  1.2	5	114	-7	2	-4	89	94	nt
> O=C(Cn1c(=O)oc2cc(S(=O)(=O)N3CCCC3)ccc21)Nc1ccc(C(F)(F)F)cc1
  1	69*[fluorescence artefact?]	144[fluorescence artefact?]	0	3	27	106	100	94
> O=S(=O)(/C=C/c1ccccc1)N1CCN(c2ccccc2)CC1
  1.1	-2	130	7	-9	-1	80	103	94
> O=C(CSc1nnnn1-c1ccccc1)Nc1nsc(-c2ccccc2)n1
  1	27[fluorescence artefact?]	143	5	9[fluorescence artefact?]	-1	87	105	68
> COc1ccccc1-c1nc(-c2ccc(Br)cc2)no1
  1.8	16[fluorescence artefact?]	138[fluorescence artefact?]	3	5[fluorescence artefact?]	0	109	95	66
> COC(=O)c1cccnc1NC(=S)NNC(=O)c1ccncc1
  1.2	0	112	2	-1	-3	102	105	104
> CCN(CC)S(=O)(=O)c1ccc(NC(=O)c2ccc(CN3CCOCC3)cc2)cc1
  1.1	-20	104	-3	-19	nt	86	95	79
> COc1ccc(C(C)C)cc1S(=O)(=O)Nc1ccccn1
  1.1	-5	102	3	-4	-4	99	104	91
> Cc1ccc(C)n1-c1cc(S(=O)(=O)N2CCOCC2)ccc1N1CCCC1
  1.1	-8	128	1	-9	15	102	93	84
> Cc1cc(=O)oc(C)c1C(=O)N1CCc2c([nH]c3ccccc23)C1C(C)C (centres undefined)
  1.1	-10	131	7	-7	-3	97	98	82
> O=C(Cn1cc2c(n1)CCCC2)N1CCCC1
  1	-14	133	-11	-4	2	111	105	95
> CC(NC(=O)c1ccc(Cl)s1)C1CCCO1 (centres undefined)
  1	3	102	-5	24	-4	107	94	93
> CCOc1ccc(-c2[nH]ncc2Oc2cccc(OC)c2)c(O)c1
  1.3	-6	88[fluorescence artefact?]	1	-2	2	69	93	18*
> CCOc1ccc(N/C(=C(/C(Cl)=C(Cl)Cl)[N+](=O)[O-])n2cncn2)cc1
  0.9	-7	94[fluorescence artefact?]	6	-2	-1	90	113	74
> CC(C)NC(=O)CSCc1c(F)cccc1Cl
  1.2	-5	96	-1	-3	nt	106	105	95
> COC(=O)c1ccc(S(=O)(=O)N2CCCC2)o1
  1.1	-2	101	5	-3	7	98	98	100
> O=S(=O)(c1cc(Cl)ccc1Cl)n1nnc2ccccc21
  1.1	-2	108	-8	-9	-3	104	107	107
> O=C(NCc1cn2ccsc2n1)Nc1ccc(Cl)cc1
  1.1	-6	95	5	-3	8	103	100	111
> O=C(OCc1nnc(-c2ccccc2)o1)c1ccc2c(c1)OCCO2
  1.3	-1	107	3	-5	nt	93	94	91
